Screening results from PubChem BioAssay.
PREPL inhibitor: human PREPL enzyme inhibition. AID 2751. Q4J6C6. 320,000 compounds, 0.68% hits. recombinant PREPL, fluorescence polarization activity-based probe. inhibition, % at 5.96 µM; in the data active = inhibition above about 43%;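 also: 0% = enzyme with DMSO and 100% = wells lacking enzyme; many of its hits are not listed in these tables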
LYPLA1 inh: LYPLA1 (human) inhibition in PME1 counter-screen; recombinant LYPLA1, FP-Rh probe fluorescence polarization; 320,000 compounds, 0.16% hits; inhibition, % at 5.9 µM; O75608;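 active = inhibition above the mean of all tested compounds plus 3 SD, set per campaign, cut at about 14% in these data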;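 also: inhibitors block serine hydrolase probe labeling of LYPLA1 so polarization falls; 0% = enzyme with DMSO and 100% = wells lacking LYPLA1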
Target sequence (O75608 whole entry, looked up): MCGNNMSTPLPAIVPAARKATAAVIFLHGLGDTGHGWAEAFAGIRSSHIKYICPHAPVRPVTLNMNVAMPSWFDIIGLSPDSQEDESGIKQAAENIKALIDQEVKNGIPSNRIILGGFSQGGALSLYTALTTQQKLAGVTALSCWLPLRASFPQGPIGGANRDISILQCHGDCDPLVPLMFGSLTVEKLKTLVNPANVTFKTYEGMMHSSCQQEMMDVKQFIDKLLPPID
pPAFAH inh: inhibitors of human plasma PAF acetylhydrolase (pPAFAH) | Q13093 | recombinant pPAFAH, FP-rhodamine probe fluorescence polarization | inhibition, % at 3.39 µM | 330,000 compounds, 1.5% hits | AID 463082;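 active = inhibition above the mean inhibition across the screen plus 3 SD, cut at about 25% in these data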;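 also: inhibitors block binding of the rhodamine activity-based probe so polarization drops; 0% = enzyme with DMSO and 100% = wells lacking pPAFAH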
LYPLA2 inh: blocks human lysophospholipase 2, a PME1 counter-screen | recombinant LYPLA2, FP-Rh probe fluorescence polarization | inhibition, % at 5.9 µM | 320,000 compounds, 0.38% hits | AID 2177;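 active = inhibition above the screen-wide mean plus 3 SD, limit set per campaign, cut at about 26% in these data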;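 also: 0% = LYPLA2 with DMSO and 100% = wells lacking LYPLA2 enzyme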
PAFAH1B2 FP inh: inhibitors of human PAFAH1B2 | inhibition, % at 3.39 µM | recombinant PAFAH1B2, FP-rhodamine activity probe, fluorescence polarization | 340,000 compounds, 1.2% hits;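 active = inhibition above the mean of all tested compounds plus 3 SD, cut at about 24% in these data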;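 also: 0% = enzyme with DMSO and 100% = wells lacking PAFAH1B2; many of its hits are not listed in these tables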
Target sequence (P68402 whole entry, looked up): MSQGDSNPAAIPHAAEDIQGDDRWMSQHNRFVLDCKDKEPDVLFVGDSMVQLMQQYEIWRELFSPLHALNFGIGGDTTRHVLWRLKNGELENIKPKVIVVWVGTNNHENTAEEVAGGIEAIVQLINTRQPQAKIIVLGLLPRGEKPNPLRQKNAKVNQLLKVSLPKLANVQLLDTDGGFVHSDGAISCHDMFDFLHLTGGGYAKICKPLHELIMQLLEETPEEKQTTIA
PAFAH2 FP inh: inhibitors of human PAFAH2. recombinant PAFAH2, FP-rhodamine activity probe, fluorescence polarization. inhibition, % at 3.39 µM. 340,000 compounds, 0.99% hits. AID 492956;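 active = inhibition above the mean over all tested compounds plus 3 SD, cut at about 30% in these data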;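 also: inhibitors block probe labeling of enzyme so polarization drops; 0% = enzyme with DMSO and 100% = wells lacking PAFAH2 protein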
PAD4 inh: PAD4 (human) enzyme inhibition; Q9UM07; recombinant PAD4, RCA probe fluorescence polarization; inhibition, % at 6.36 µM; 330,000 compounds, 0.41% hits; AID 485272;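 active = percent inhibition above a cutoff equal to the mean of all tested compounds plus 3 SD, cut at about 15% in these data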;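 also: 0% = PAD4 with RCA probe and DMSO and 100% = probe without PAD4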
PAFAH1B3 FP inh: blocks human PAF acetylhydrolase 1B catalytic subunit 3; AID 492972; recombinant PAFAH1B3, FP-rhodamine probe, fluorescence polarization; 340,000 compounds, 0.28% hits; inhibition, % at 3.39 µM; Q15102;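 active = inhibition above the screen-wide average of all tested compounds plus 3 SD, cut at about 25% in these data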;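 also: 0% = enzyme with DMSO only and 100% = wells lacking PAFAH1B3 protein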
Target sequence (Q15102 whole entry, looked up): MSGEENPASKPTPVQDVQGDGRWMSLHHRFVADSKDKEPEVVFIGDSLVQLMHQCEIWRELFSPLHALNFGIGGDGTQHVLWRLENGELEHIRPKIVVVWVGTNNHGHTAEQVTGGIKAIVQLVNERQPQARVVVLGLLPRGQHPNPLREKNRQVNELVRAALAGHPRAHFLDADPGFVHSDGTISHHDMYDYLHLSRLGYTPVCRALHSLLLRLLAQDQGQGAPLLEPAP
GSTO1 inh: blocks human GSTO1 in RBBP9 counter-screen | AID 1974 | recombinant GSTO1, activity-based probe fluorescence polarization | inhibition, % at 5.96 µM | P78417 | 300,000 compounds, 1.1% hits;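 active = inhibition above the campaign mean inhibition plus 3 SD, cut at about 35% in these data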;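 also: 0% = GSTO1-1 with DMSO and 100% = wells lacking GSTO1-1 enzyme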
Target sequence (P78417 whole entry, looked up): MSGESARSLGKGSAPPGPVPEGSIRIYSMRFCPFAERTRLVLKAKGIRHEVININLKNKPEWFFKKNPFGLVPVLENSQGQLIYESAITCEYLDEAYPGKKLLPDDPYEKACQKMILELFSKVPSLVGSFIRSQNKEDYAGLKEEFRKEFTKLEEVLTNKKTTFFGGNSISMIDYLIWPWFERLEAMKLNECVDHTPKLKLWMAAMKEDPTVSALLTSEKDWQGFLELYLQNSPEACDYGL
* hit, by the source's call; . = no result given. Not all compounds are listed; the hit share may differ from the screen's.

SMILES | PREPL inhibitor | LYPLA1 inh | pPAFAH inh | LYPLA2 inh | PAFAH1B2 FP inh | PAFAH2 FP inh | PAD4 inh | PAFAH1B3 FP inh | GSTO1 inh
O=C(Nc1nncs1)C12CC3CC(CC(C3)C1)C2 | -1.4 | -0.3 | 3.3 | 3.0 | 24.0 | -2.6 | 4.1 | 7.7 | -0.9
COCCn1c(SCC(=O)Nc2ccc(OC)cc2)nnc1-c1ccoc1C | 5.8 | -3.8 | 1.4 | -7.0 | 1.9 | 0.7 | -2.8 | 1.9 | -0.1
CC(=O)Nc1ccccc1NC(=O)C/C(C)=N/NC(=O)Cc1cccc2ccccc12 | 7.1 | -3.6 | 1.0 | -2.7 | 1.2 | 5.5 | -3.4 | 4.8 | 0.1
CCC(=O)NC(Nc1nc(C)cs1)(C(=O)OC)C(F)(F)F (centres undefined) | -0.1 | 0.6 | 6.3 | 1.1 | 7.5 | -5.6 | -2.8 | 8.5 | -0.7
O=C(Nc1nc(-c2ccccn2)cs1)C1COc2ccccc2O1 (centres undefined) | -11.1 | -3.3 | -2.9 | -4.4 | 4.5 | 2.8 | -3.3 | 9.8 | 14.2
CN1C(=O)/C(=C/C=C2\SCCN2C)OC1=S | 1.6 | 2.0 | -1.6 | 6.1 | 0.6 | -4.8 | 0.0 | 5.7 | 1.2
Cc1cc(C)cc(NS(=O)(=O)c2c(C(=O)N3CCOCC3)c(C)n(C)c2C)c1 | 1.5 | -0.4 | 6.0 | -1.5 | -2.8 | 6.0 | 2.3 | 0.6 | 3.3
CCOc1ccc(N2CC(C(=O)N3CC(C)OC(C)C3)CC2=O)cc1 (centres undefined) | 13.7 | -0.7 | 7.2 | -1.2 | 4.2 | 5.9 | -5.2 | -3.1 | 0.8
COc1ccc(NC(=O)COC(=O)c2cc(OC)c(OC)cc2NC(=O)c2ccco2)cc1OC | 0.5 | 0.2 | 3.5 | 0.5 | -4.5 | 1.3 | 0.7 | 1.9 | 0.2
Cc1noc(C)c1S(=O)(=O)N1CCCC(C(=O)c2cccc(OC(C)C)c2)C1 (centres undefined) | 16.8 | 2.0 | 0.1 | 0.4 | 5.9 | 3.7 | -1.6 | 8.1 | 14.0
Cc1cc(C(=O)NN)c(Cl)cc1Cl | -13.1 | -3.3 | -0.7 | -6.3 | 9.8 | -4.4 | -3.3 | 9.9 | 7.2
Cc1c(C(=O)N2CCCCC2)sc(NC(=O)c2ccco2)c1C#N | -1.9 | 1.1 | 6.6 | 3.0 | 4.6 | -4.4 | 2.6 | 13.6 | -11.3
Cc1cc(=O)oc2cc(OCC(=O)N3CCC(O)CC3)c(Cl)cc12 | 3.1 | 3.7 | 7.8 | -2.5 | 3.3 | -10.7 | 0.7 | 8.3 | -2.6
C/C(=N\NC(=S)NCc1ccccc1)c1cccc(Br)c1 | -29.5 | -2.0 | 6.6 | -3.9 | -1.9 | -5.3 | -1.9 | 1.6 | -11.6
CCOc1ccccc1NC(=O)C(=O)CC(=O)c1ccc(OC)cc1 | -3.8 | -4.8 | -3.2 | -0.6 | -1.2 | -1.8 | 2.0 | 12.7 | 9.6
Cc1ccccc1SC1CCN(Cc2nc(C3CC3)no2)CC1 | -0.8 | -3.3 | 1.3 | -2.7 | -2.8 | 2.6 | 2.7 | -3.5 | 6.5
CC(=O)NC12CC3CC(C1)CC(C(=O)N1CCN(S(=O)(=O)c4cccc(C(F)(F)F)c4)CC1)(C3)C2 | 13.5 | 3.1 | 3.7 | 12.6 | -0.1 | 1.2 | -1.5 | -3.8 | 1.4
O=C(NCCS(=O)(=O)NC1CCCCC1)c1ccccc1 | -0.9 | -0.4 | 0.1 | -2.9 | 1.8 | 0.5 | -0.7 | 5.6 | 2.8
Nc1nonc1N/N=C\c1ccccc1 | -28.3 | -2.3 | 3.8 | 0.0 | 3.8 | -5.1 | 4.9 | 8.6 | -3.8
C=CCNC(=O)/C(=C/c1ccco1)NC(=O)c1ccc(Br)o1 | 1.5 | 1.0 | 4.1 | 3.3 | -2.1 | 0.5 | -5.4 | 7.6 | -2.7
COc1ccc(C(=O)C2CCN(CC(=O)Nc3ccc(OC)cc3OC)CC2)cc1 | 15.0 | 2.0 | 4.5 | 5.5 | 3.8 | 2.1 | 4.3 | -1.9 | 4.0
COc1ccc(NC(C)C(=O)Nc2ccc(C(C)(C)C)cc2)cc1Cl (centres undefined) | -21.7 | 2.2 | 21.8 | 9.8 | 4.9 | -0.3 | -1.6 | -7.0 | 13.2
CC(=O)COc1nc2c(c(-c3ccco3)c1C#N)CCc1ccccc1-2 | 4.4 | -1.4 | 17.1 | -8.6 | . | . | -2.7 | . | -16.2
CCOC(=O)[C@H]1[C@H]2COc3ccc(Br)cc3[C@@H]2N2C(=O)c3ccc(Cl)cc3NC(=O)[C@@]12C | -24.8 | -21.8 | 4.3 | -37.9 | -1.7 | -18.3 | -0.3 | 5.0 | 2.7
Cn1c(SCCN2CCCCC2)nnc1-c1ccccc1Br | -1.7 | 1.9 | -3.2 | 4.3 | 10.9 | -10.5 | 0.2 | -2.4 | 0.3
COc1cccc(N2CCN(C(=O)CCC(=O)c3ccc(Cl)s3)CC2)c1 | 14.7 | -3.9 | 10.3 | 3.7 | 3.8 | 27.2 | 2.0 | -1.4 | .
O=C(CSc1nnc(-c2ccncc2)n1Cc1ccccc1)NC1CCCCC1 | -11.1 | -4.4 | 0.2 | -4.1 | 2.8 | -1.6 | -2.2 | -1.5 | 0.8
O=C(COc1ccccc1[N+](=O)[O-])Nc1cccc(S(=O)(=O)N2CCCC2)c1 | 15.9 | . | 0.6 | . | 4.6 | 1.6 | 4.0 | 11.7 | .
COC(=O)c1ccc2c(=O)[nH]c(COC(=O)c3c(-c4ccccc4)noc3C)nc2c1 | -14.2 | -2.6 | -1.4 | -2.5 | 6.9 | 1.4 | -7.0 | 8.2 | 3.7
Clc1cccc(-c2nc(-c3ccccn3)no2)c1 | 0.2 | -3.1 | 0.6 | 1.1 | 3.4 | 8.4 | 1.4 | 1.0 | 5.7
COCCNC(=O)C(c1ccc(C)cc1)N(C(=O)CCC(=O)Nc1ccccn1)c1cccc(C)c1 (centres undefined) | 2.7 | -0.1 | 3.1 | 2.4 | 4.2 | 4.4 | 0.2 | 8.0 | 3.0
CCN(CC)CCn1c(N)c(S(=O)(=O)c2ccccc2)c2nc3ccccc3nc21 | 13.0 | -0.9 | -1.5 | -4.0 | 2.8 | 5.5 | -5.0 | 0.7 | 2.4
Cc1ccc(-c2[nH]c(=S)[nH]c(=O)c2C#N)cc1 | 3.9 | 0.1 | 2.6 | 4.2 | 6.2 | -5.3 | 1.8 | 9.4 | -3.2
CSc1cccc(NC(=O)C2CCN(S(=O)(=O)c3ccc(F)cc3)CC2)c1 | -8.0 | -0.4 | -2.9 | 1.7 | 12.2 | 1.3 | -2.4 | 0.9 | -2.8
O=C(NC(NC(=S)Nc1c(Cl)cccc1Cl)C(Cl)(Cl)Cl)c1cccc([N+](=O)[O-])c1 (centres undefined) | -4.7 | -34.3 | -7.4 | -57.5 | -11.3 | -40.9 | -6.7 | -19.5 | -49.4
O=C(NCc1nc2ccccc2[nH]1)C1=C[C@H](c2ccc3c(c2)OCO3)C[C@H](OCc2ccc(CO)cc2)O1 | 17.3 | -5.2 | 10.4 | -0.2 | -4.5 | -7.0 | 2.3 | -5.9 | -9.0
Cc1ccc(OCC(=O)Nc2ccccc2Sc2ccccc2)c([N+](=O)[O-])n1 | 4.0 | -3.7 | 1.7 | -3.4 | 5.6 | 1.7 | 0.4 | 0.8 | 5.0
O=C(NCc1ccccc1)C1(C(F)(F)F)C/C(=C\CCO)CCCO1 (centres undefined) | 2.7 | 1.9 | 5.7 | 0.8 | -6.2 | 2.8 | 0.9 | 0.5 | 7.6
CCN(CC(=O)Nc1c(F)cccc1F)C(=O)c1cn2ccccc2n1 | 6.8 | -0.4 | 5.6 | 0.6 | 0.6 | 6.2 | -3.8 | 2.6 | .
Cc1occc1-c1nnc(SCCNCCO)o1 | 2.7 | -3.0 | 0.2 | -0.5 | 0.3 | 1.8 | -0.3 | 2.6 | 12.3
COc1ccccc1NC(=O)c1ccc2c(c1)N(CC(=O)NC(C)C)C(=O)C(C)(C)O2 | -5.8 | 2.1 | 8.4 | -4.8 | 4.3 | 2.0 | -3.3 | 3.1 | 1.4
Cc1ccc(-n2c(N)c(C#N)c(-c3ccccc3)c(C#N)c2=O)cc1 | 2.5 | 9.1 | 0.9 | -3.9 | 3.3 | 2.9 | -7.8 | 7.0 | -7.2
CCn1c(COc2ccccc2)nnc1SCC(=O)CC(=O)Nc1ccccc1OC | 12.8 | -6.3 | 14.8 | -2.2 | 1.4 | 1.0 | 0.7 | 5.3 | -11.7
CCOc1ccc(-c2nc(N)ncc2-c2ccccc2)c(O)c1 | 8.4 | 3.0 | 10.1 | 7.8 | 1.4 | 3.5 | 2.9 | -1.0 | -0.6
CCOc1ccc(S(=O)(=O)NCc2ccncc2)cc1NC(=O)c1ccccc1F | -2.1 | -3.5 | 4.2 | 1.7 | 3.6 | -2.8 | 2.5 | 4.7 | -0.9
CC(=O)N1CCc2c(sc(NC(=O)CS(=O)(=O)c3ccc(F)cc3)c2C#N)C1 | 1.8 | 1.0 | 42.9* | 3.2 | 6.1 | 12.2 | -2.4 | 14.4 | -6.0
O=C(CC1OC(=O)c2ccccc21)c1ccco1 (centres undefined) | -3.7 | 1.6 | 5.0 | 4.6 | -3.4 | 15.1 | 0.0 | 3.2 | 5.5
COc1ccc(C(CNC(=O)c2ccc(-n3cnnn3)cc2)N2CCOCC2)cc1 (centres undefined) | 5.1 | -4.7 | -8.8 | -5.9 | 1.3 | -2.4 | -3.4 | -2.3 | -2.7
COc1cc2cc(CN(CCCN3CCOCC3)C(=O)Nc3ccccc3F)c(=O)[nH]c2cc1OC | 8.2 | -3.2 | 3.1 | 3.3 | 1.6 | 0.4 | -1.7 | 2.4 | 0.5
Cc1cc(Cl)ccc1OC(C)C(=O)NN1C(=O)c2ccccc2C1=O (centres undefined) | -29.8 | -2.0 | -1.9 | 5.3 | 1.1 | -3.2 | -1.1 | 3.1 | -1.4
COc1ccccc1NC(=O)Cc1noc(CSc2nnc(C(F)(F)F)n2C)n1 | 7.3 | -2.7 | 2.9 | -4.9 | 0.7 | -1.4 | 1.1 | -1.7 | 6.1
CCC(C)(C)NC(=O)COc1ccc(C(=O)c2ccccc2)cc1 | 17.6 | 0.0 | -1.1 | -0.4 | -1.9 | -3.1 | 1.9 | 0.8 | 12.7
CCOC(=O)COc1ccccc1/C=N/Nc1nnc2c3ccccc3n(C)c2n1 | 2.8 | 0.8 | 10.0 | 0.6 | . | . | -2.7 | . | -0.4
CCOC(=O)C1=C(C)N=C2c3ccccc3C(=O)C2C1c1ccccc1 (centres undefined) | 0.1 | -2.0 | 5.8 | -1.7 | 0.1 | 4.8 | 0.5 | 3.2 | 5.6
Cc1ccc(-c2cc(C(=O)Nc3cccc(S(=O)(=O)N(C)C)c3)c3ccccc3n2)o1 | 4.5 | -12.3 | -0.9 | -28.4 | -3.7 | -23.5 | -6.1 | -0.1 | -0.9
CCC1COCCS(=O)(=O)N1Cc1cccc(Cl)c1 (centres undefined) | -6.1 | -0.2 | 2.2 | 0.1 | 1.8 | 5.0 | -0.2 | 1.2 | 4.2
COc1ccc2nc(N)sc2c1 | 9.0 | -2.0 | 2.9 | -0.1 | 1.5 | -4.5 | 0.6 | 7.7 | -5.1
